GAA glycogen: inhibitors or activators of human alpha-glucosidase glycogen cleavage. AID 2100. Potency, µM (titrated, usually from 76.4 µM), for the others: at the top dose activity change, negative = inhibition, most hits filed as inhibitors. recombinant GAA, glycogen substrate, Amplex Red glucose oxidase fluorescence. actives 0.38% (n = 300,000). P10253; active = well fitted inhibition curve with a large enough effect; inconclusive = small, poorly fitted or top-dose-only effect, or another doubt; inactive = no such curve, though single readings can be large or run the other way;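 also: 0% = full enzyme reaction and -100% = no-enzyme basal signal; the screen sought inhibitors and activators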
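Recombinant human enzyme (4 nM); glycogen substrate; 37 C, 40 min, pH 5.0. Readout: coupled glucose oxidase/Amplex Red fluorescence.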
The depositor's hits bear a star; [ ] = remark or other dose. Potency is read from the fitted curve at half-maximal effect. Not all compounds are listed, so the mix of outcomes need not match the whole.

Results for CCCCc1cc(=O)oc2cc(OC(C)C(=O)NCC3CCC(C(=O)O)CC3)c(Cl)cc12 (stereo not given) ?
GAA glycogen: -19%[76.3 µM]

Results for CCOc1ccc(CN(C)C(=O)[C@H](C)NC(=O)c2ccco2)cc1OC ?
GAA glycogen: 1%

Results for COc1ccc(NC(=O)C2CCN(c3ccc(Sc4ccc(C)cc4)nn3)CC2)cc1 ?
GAA glycogen: 12%[76.3 µM]

How did O=C(O)CC(c1cccc(O)c1)N1Cc2ccccc2C1=O (stereo not given) do in these assays?
GAA glycogen: 0%

Results for Cc1ccc(Cl)cc1NS(=O)(=O)c1cn(C)nc1C ?
GAA glycogen: -10%[76.3 µM]

What do the screens show for `Cc1ccc2[nH]c3c(c2c1)CNCC3`?
GAA glycogen: 4%

How did Cc1c(Cl)cccc1NC(=O)Cn1c(CCC(=O)O)ccc1-c1ccccc1 do in these assays?
GAA glycogen: -1%

Results for O=C(CCCc1cccs1)NCCc1c[nH]c2ccccc12 ?
GAA glycogen: -3%

What do the screens show for `O/N=C/c1cn(-c2ccccc2)nc1-c1ccccc1`?
GAA glycogen: 1%

What do the screens show for `COc1ccc(CN2CCN(Cc3ccc4cc(F)ccc4n3)CC2CCO)c(C)c1C` (stereo not given)?
GAA glycogen: 1%[76.3 µM]

How did CCOc1ccccc1CNC(=O)c1oc2ccc3c(c2c1C)C(=O)CC(C)(C)O3 do in these assays?
GAA glycogen: -19%[76.3 µM]

What do the screens show for `CC1(S(=O)(=O)O)CC(=O)c2ccccc2C1=O` (stereo not given)?
GAA glycogen: 1%[76.3 µM]

How did COc1ccc2oc(C(=O)OCC(=O)N(CCC#N)c3ccccc3)c(C)c2c1 do in these assays?
GAA glycogen: -3%[76.3 µM]

How did O=C(c1ccc(F)cc1)N1CCCC(N2CCN(Cc3ccc4c(c3)OCO4)CC2)C1 (stereo not given) do in these assays?
GAA glycogen: 4%[76.3 µM]

How did Cc1ccc2c(c1)-c1c(cnn1CC(=O)N1CCN(c3cccc(C(F)(F)F)c3)CC1)CO2 do in these assays?
GAA glycogen: inconclusive

What do the screens show for `CCCCS(=O)(=O)N1CCCC(C(=O)Oc2ccccc2OC)C1` (stereo not given)?
GAA glycogen: 10%[76.3 µM]

How did COc1ccccc1N1CCN(/N=C/c2cccc(Cl)c2)CC1 do in these assays?
GAA glycogen: 0%[76.3 µM]

How did N#CCC(=O)N/N=C\c1cccc(OC/C=C/c2ccccc2)c1 do in these assays?
GAA glycogen: 3%[76.3 µM]

What do the screens show for `CCOc1cc(/C=N/NC(=O)c2nnn(-c3nonc3N)c2C)ccc1OCc1cccc(F)c1`?
GAA glycogen: -5%[76.3 µM]

What do the screens show for `COc1cccc(NC(=O)CSc2nc(C)c(Cc3ccccc3)c(=O)[nH]2)c1`?
GAA glycogen: 12%[76.3 µM]

How did CCC(C(=O)N1CCN(c2ccccc2F)CC1)n1nc(C)c2sc3ccccc3c2c1=O (stereo not given) do in these assays?
GAA glycogen: 13%[76.3 µM]

What do the screens show for `COc1ccc2c(Cl)c(C(=O)NCCc3ccc(S(N)(=O)=O)cc3)sc2c1`?
GAA glycogen: 8%[76.3 µM]

What do the screens show for `COc1ccccc1Nc1c2c(nc3ccc(NC(=O)c4cccc(OC)c4OC)cc13)CCCC2`?
GAA glycogen: 1%[76.3 µM]

How did CCc1ccccc1NC(=O)Cn1nc(CC)n2c(cc3sccc32)c1=O do in these assays?
GAA glycogen: -14%[76.3 µM]

How did CSc1nn(Cc2ccc(F)cc2)c(N(C(C)=O)C(C)=O)c1S(=O)(=O)c1ccccc1 do in these assays?
GAA glycogen: 1%[76.3 µM]

What do the screens show for `Brc1ccc2nc(-c3ccccc3)c(Nc3ccc4c(c3)OCO4)n2c1`?
GAA glycogen: -8%[76.3 µM]

Results for COc1ccc(N(C(=O)c2ccco2)C(C(=O)NC2CCCC2)c2ccco2)cc1OC (stereo not given) ?
GAA glycogen: 8%

Results for O=C(Cc1ccc(Cl)cc1)N/N=C/c1cccc(O)c1 ?
GAA glycogen: -6%[76.3 µM]

Results for Cc1cc(C)c(S(=O)(=O)c2ccc(C(C)(C)C)cc2)c(Cl)n1 ?
GAA glycogen: -10%

What do the screens show for `O=C(COc1ccccc1[N+](=O)[O-])Nc1ccc2oc(=O)ccc2c1`?
GAA glycogen: 4%[76.3 µM]

Twelve entries already listed, arranged by length of the SMILES, rising:
Results for O=C(Cc1ccc(Cl)cc1)N/N=C/c1cccc(O)c1 ?
GAA glycogen: -6%[76.3 µM]

How did COc1ccccc1N1CCN(/N=C/c2cccc(Cl)c2)CC1 do in these assays?
GAA glycogen: 0%[76.3 µM]

What do the screens show for `CCCCS(=O)(=O)N1CCCC(C(=O)Oc2ccccc2OC)C1` (stereo not given)?
GAA glycogen: 10%[76.3 µM]

How did N#CCC(=O)N/N=C\c1cccc(OC/C=C/c2ccccc2)c1 do in these assays?
GAA glycogen: 3%[76.3 µM]

How did CCc1ccccc1NC(=O)Cn1nc(CC)n2c(cc3sccc32)c1=O do in these assays?
GAA glycogen: -14%[76.3 µM]

What do the screens show for `Brc1ccc2nc(-c3ccccc3)c(Nc3ccc4c(c3)OCO4)n2c1`?
GAA glycogen: -8%[76.3 µM]

What do the screens show for `O=C(COc1ccccc1[N+](=O)[O-])Nc1ccc2oc(=O)ccc2c1`?
GAA glycogen: 4%[76.3 µM]

What do the screens show for `COc1cccc(NC(=O)CSc2nc(C)c(Cc3ccccc3)c(=O)[nH]2)c1`?
GAA glycogen: 12%[76.3 µM]

Results for COc1ccc(N(C(=O)c2ccco2)C(C(=O)NC2CCCC2)c2ccco2)cc1OC (stereo not given) ?
GAA glycogen: 8%

What do the screens show for `COc1ccccc1Nc1c2c(nc3ccc(NC(=O)c4cccc(OC)c4OC)cc13)CCCC2`?
GAA glycogen: 1%[76.3 µM]

What do the screens show for `CCOc1cc(/C=N/NC(=O)c2nnn(-c3nonc3N)c2C)ccc1OCc1cccc(F)c1`?
GAA glycogen: -5%[76.3 µM]

How did CSc1nn(Cc2ccc(F)cc2)c(N(C(C)=O)C(C)=O)c1S(=O)(=O)c1ccccc1 do in these assays?
GAA glycogen: 1%[76.3 µM]

(further entries)
How did COc1ccccc1Nc1nc(N2CCOCC2)nc(N2CCOCC2)n1 do in these assays?
GAA glycogen: -3%[76.3 µM]

What do the screens show for `COc1ccc(Cn2c(C(=O)O)c(CNCc3ccco3)c3ccc(OC)cc32)cc1`?
GAA glycogen: -1%[76.3 µM]

What do the screens show for `O=C(O)CC/C(=N\NC(=O)c1ccncc1)c1ccccc1`?
GAA glycogen: inconclusive

How did Cc1ccc(NC(=S)N2CCN(S(=O)(=O)c3ccc(C)cc3)CC2)cc1 do in these assays?
GAA glycogen: -9%[76.3 µM]

What do the screens show for `Cc1sc2c(c1C)c(=O)n(-c1cccc(C(F)(F)F)c1)c(=O)n2Cc1ccccc1C#N`?
GAA glycogen: 1%[76.3 µM]

How did Cc1cc(=O)oc2cc(OCC(=O)Nc3ccc(O)c(C(=O)O)c3)ccc12 do in these assays?
GAA glycogen: 15%[76.3 µM]

Results for CCN(Cc1ccncc1)C(=O)c1ccc(C)o1 ?
GAA glycogen: 4%[76.3 µM]

Results for Cc1ccc(C(C)C)cc1OCC(=O)Nc1ccccc1N1CCCC1 ?
GAA glycogen: -1%[76.3 µM]

Results for CCOP(=O)(c1ccc(N(C)C)cc1)C(O)c1ccc(OC)cc1 (stereo not given) ?
GAA glycogen: -4%

How did O=C(NCCNc1ccnc2cc(Cl)ccc12)c1ccccc1F do in these assays?
GAA glycogen: -20%[0.611 µM]

What do the screens show for `NC(=O)CC(NC(=O)c1ccc(Br)cc1)c1ccc(N2CCN(c3ccccc3)CC2)c([N+](=O)[O-])c1` (stereo not given)?
GAA glycogen: 15%[76.3 µM]

How did O=C(COc1nsnc1N1CCOCC1)Nc1cccc(Cl)c1 do in these assays?
GAA glycogen: 1%[76.3 µM]

What do the screens show for `Cc1c(CCO)c(=O)[nH]n1S(=O)(=O)c1ccc(F)cc1`?
GAA glycogen: -10%[76.3 µM]

How did Cc1ccc(CNC(=O)C2CCN(S(=O)(=O)Cc3ccccc3)CC2)cc1 do in these assays?
GAA glycogen: 9%[76.3 µM]

What do the screens show for `O=C(Cn1c(=O)c2ccccc2n(CC(=O)Nc2ccccc2F)c1=O)NCCc1ccccc1`?
GAA glycogen: 15%[76.3 µM]

Results for CCCn1c(CCC(=O)Nc2cc(Cl)c(OC)cc2OC)nc2cccnc21 ?
GAA glycogen: -14%[76.3 µM]

How did COc1ccccc1C1c2ccc3ccccc3c2Oc2ncn(CCN(C)C)c(=N)c21 (stereo not given) do in these assays?
GAA glycogen: 0%

How did Cc1cccc(C(CC(=O)NCC2(c3ccccc3)CCCC2)c2ccccc2)c1O (stereo not given) do in these assays?
GAA glycogen: -13%[76.3 µM]

How did O=C(Nc1ccc(S(=O)(=O)N2CCc3ccccc32)cc1)C(F)(F)F do in these assays?
GAA glycogen: -14%[76.3 µM]

Results for Cn1c(SCC(=O)Nc2ccccc2Br)nnc1-c1cnccn1 ?
GAA glycogen: 0%[76.3 µM]

Results for O=C(CN(C(=O)CNC(=O)c1cccs1)c1cccc(F)c1)NC1CCCCC1 ?
GAA glycogen: -4%

Results for Cc1c(NC(=O)C23CC4CC(CC(Br)(C4)C2)C3)c(=O)n(-c2ccccc2)n1C ?
GAA glycogen: -1%[76.3 µM]

Results for O=C(COc1ccc(Br)cc1)NC1CC1 ?
GAA glycogen: -4%[76.3 µM]

What do the screens show for `COc1ccc(/C=C/C(=O)Nc2ccc3nc4c(c(Nc5ccccc5OC)c3c2)CCCC4)cc1`?
GAA glycogen: -10%[76.3 µM]

What do the screens show for `Cc1nn(C)c(C)c1S(=O)(=O)N(CC(=O)Nc1ccc(F)cc1F)c1ccc(C(C)C)cc1`?
GAA glycogen: -7%[76.3 µM]

How did CCN(CC)C(=O)Cn1c(=O)n(Cc2ccc(F)cc2)c(=O)c2sccc21 do in these assays?
GAA glycogen: -10%[76.3 µM]

Results for COc1ccc(OCc2cc(C(=O)N3CCCC(OC)C3)no2)c2ccccc12 (stereo not given) ?
GAA glycogen: 0%[76.3 µM]

What do the screens show for `Cc1cc2nc(-c3ccc(NC(=O)c4ccc(OCC(C)C)cc4)cc3)oc2cc1C`?
GAA glycogen: -1%[76.3 µM]

What do the screens show for `CC1=C(C(=O)OCc2ccccc2)C(c2cccc(F)c2)NC(=O)N1` (stereo not given)?
GAA glycogen: -14%[76.3 µM]

How did CCc1sc(C(=O)NC(C)C2CCCO2)cc1Br (stereo not given) do in these assays?
GAA glycogen: -1%[76.3 µM]

How did CC1CN(C(=O)COC(=O)c2ccc(F)cc2Cl)CC(C)O1 (stereo not given) do in these assays?
GAA glycogen: 0%

Results for Cc1ccc(NC(=O)CSc2nncn2C)c(C)c1 ?
GAA glycogen: -11%[76.3 µM]

What do the screens show for `Cc1ccc(N2CCN(S(=O)(=O)c3ccc4c(c3)CC(=O)N4)CC2)cc1`?
GAA glycogen: inconclusive

What do the screens show for `COc1ccc(C(=O)N2CCCC(C(=O)c3ccccc3OC)C2)cc1OC` (stereo not given)?
GAA glycogen: -16%[76.3 µM]

What do the screens show for `CCN1CCN(c2nc(Nc3cccc(OC)c3)nc(N)c2[N+](=O)[O-])CC1`?
GAA glycogen: 0%

Results for COc1cccc(N2CCN(S(=O)(=O)c3cc4c(cc3Cl)NC(=O)CO4)CC2)c1 ?
GAA glycogen: -6%[76.3 µM]

What do the screens show for `Cc1cccc(CC(=O)N2CCN(C(=O)c3ccco3)CC2)c1`?
GAA glycogen: 0%[76.3 µM]

What do the screens show for `COc1ccc(-c2noc(CCC(=O)NC3CCCCC3)n2)cc1`?
GAA glycogen: 7%[76.3 µM]

Results for COc1ccc(-n2c(CN3CCOCC3)nc3ccc([N+](=O)[O-])cc3c2=O)c(OC)c1 ?
GAA glycogen: 0%

What do the screens show for `Cc1nc2ncccn2c1-c1csc(Nc2ccc(S(N)(=O)=O)cc2)n1`?
GAA glycogen: 2%[76.3 µM]

Results for O=C(c1ccc(Cl)cc1)N(Cc1ccco1)Cc1ccco1 ?
GAA glycogen: -7%[76.3 µM]

Results for COCCC1CCCCN1C(=O)c1cccc(OC2CCN(S(C)(=O)=O)CC2)c1 (stereo not given) ?
GAA glycogen: 1%[76.3 µM]

Results for CN(C)S(=O)(=O)n1cc(/C=C(\NC(=O)c2ccccc2F)C(=O)NCCCN2CCOCC2)c2ccccc21 ?
GAA glycogen: 5%[76.3 µM]

How did CCOc1ccc(CN2CCN(Cc3c[nH]c4ccccc34)CC2)cc1 do in these assays?
GAA glycogen: -4%

Results for Cc1ccccc1Cn1nc(C)c(NC(=O)c2cc(-c3ccc(F)cc3)on2)c1C ?
GAA glycogen: 14%[76.3 µM]

What do the screens show for `O=C(O)CC/C(=N/NC(=O)CNC(=O)c1ccc2c(c1)OCCO2)c1ccccc1`?
GAA glycogen: 0%

Results for CCOc1ccc(NC(=O)Cn2c(=O)n(CCCC(=O)NC3CCN(Cc4ccccc4)CC3)c(=O)c3ccccc32)cc1 ?
GAA glycogen: 7%

How did CCOc1ccc(/C=N/n2c(COc3ccccc3)n[nH]c2=S)cc1OC do in these assays?
GAA glycogen: 0%

How did CCOc1ccccc1N(CC(=O)Nc1ccc(S(=O)(=O)N2CCCC2)cc1)S(C)(=O)=O do in these assays?
GAA glycogen: -2%[76.3 µM]

What do the screens show for `CC(C)(C)c1ccc(OCc2nc3ccccc3n2CCOc2ccccc2)cc1`?
GAA glycogen: -16%[76.3 µM]

Results for COc1ccc(Nc2nc(N3CCN(S(=O)(=O)N(C)C)CC3)nc3ccccc23)cc1 ?
GAA glycogen: -11%[15.3 µM]

Screening data (PubChem)
